Screens deposited in PubChem BioAssay by The Scripps Research Institute Molecular Screening Center.
CHO-K1 Ca antag: M1 antagonist counterscreen hit in parental CHO-K1 cells. 360,000 tested, 0.6% active. inhibition, % at 3 µM. AID 602250. ATP-induced calcium, Fluo-8 fluorescence;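 active = inhibition above a per-plate cutoff, the plate's mean sample inhibition plus 3 SD, cut at about 24% in these data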;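 also: 0% = DMSO plus EC80 ATP and 100% = DMSO alone without ATP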
M1 PAM parental: counter-screen for M1 PAMs: effect in parental CHO-K1 cells; ATP EC20, Fluo-8 calcium fluorescence; 0% at ATP EC20, 100% at ATP max; activation, % at 3 µM; 360,000 tested, 0.02% active;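 active = activation above the run cutoff, the mean activation of all test compounds plus 3 SD, cut at about 40% in these data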;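 also: peak over basal fluorescence ratio in a 140 s read after ATP addition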
OXTR potentiate: human OXTR potentiation. activation, % at 3 µM. P30559. 320,000 tested, 0.061% active. CHO-OTR cells, Fluo-8 calcium fluorescence, potentiator mode; 0% = oxytocin EC15, 100% = EC100;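 active = activation above that plate's cutoff, the mean activation of tested compounds plus 3 SD, cut at about 6.6% in these data, passing the limit was not always enough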;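 also: 100% uses oxytocin at 75 nM as the full agonist control; some results filed as inactive read as strong as hits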
Target sequence (P30559 whole entry, looked up): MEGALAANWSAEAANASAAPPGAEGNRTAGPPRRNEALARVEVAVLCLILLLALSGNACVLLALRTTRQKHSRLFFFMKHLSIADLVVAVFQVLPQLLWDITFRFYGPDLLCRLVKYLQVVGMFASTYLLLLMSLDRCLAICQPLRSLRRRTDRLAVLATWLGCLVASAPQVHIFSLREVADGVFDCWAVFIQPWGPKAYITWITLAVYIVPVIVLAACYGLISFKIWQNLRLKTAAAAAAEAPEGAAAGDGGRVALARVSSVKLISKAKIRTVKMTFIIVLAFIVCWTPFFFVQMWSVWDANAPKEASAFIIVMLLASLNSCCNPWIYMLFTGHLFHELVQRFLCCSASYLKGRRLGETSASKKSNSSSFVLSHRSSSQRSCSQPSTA
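Measured by – Fluo-8 calcium dye fluorescence · Test system – human OTR in CHO cells · Dosing – one concentration, 3.0 µM compound · Controls – EC15 oxytocin alone as 0%, 75 nM oxytocin as 100% · Evaluation – normalized max/min fluorescence ratio, % activation · Timing – 6 min pre-incubation, 100 s read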
CHRM1 agonist: human M1 muscarinic receptor agonism | P11229 | CHO-K1 hM1, Fluo-8 calcium fluorescence, agonist mode; 0% DMSO, 100% acetylcholine EC100 | activation, % at 3 µM | 360,000 tested, 0.33% active | AID 588814;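 active = activation above the run's mean compound activation plus 3 SD, cut at about 16% in these data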;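 also: peak over basal fluorescence ratio within a 140 s kinetic read after compound addition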
M1 ag parental: nonselective activator or artifact in parental CHO-K1 cells; Fluo-8 calcium fluorescence; scaled to maximal ATP response, vehicle zero; activation, % at 3 µM; 360,000 tested, 0.48% active; AID 602248; in the data active = activation above about 15%;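 also: untransfected CHO-K1 host cells lacking M1 receptor as counterscreen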
TAAR1 ag: agonists of human TAAR1 | 360,000 tested, 0.99% active | activation, % at 3 µM | CHO RD-HGA16 TAAR1, Fluo-8 calcium fluorescence; vehicle wells 0%, saturating PEA agonist 100% | Q96RJ0;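 active = activation above the mean activation of all test compounds in the run plus 3 SD, cut at about 38% in these data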
Target sequence (Q96RJ0 whole entry, looked up): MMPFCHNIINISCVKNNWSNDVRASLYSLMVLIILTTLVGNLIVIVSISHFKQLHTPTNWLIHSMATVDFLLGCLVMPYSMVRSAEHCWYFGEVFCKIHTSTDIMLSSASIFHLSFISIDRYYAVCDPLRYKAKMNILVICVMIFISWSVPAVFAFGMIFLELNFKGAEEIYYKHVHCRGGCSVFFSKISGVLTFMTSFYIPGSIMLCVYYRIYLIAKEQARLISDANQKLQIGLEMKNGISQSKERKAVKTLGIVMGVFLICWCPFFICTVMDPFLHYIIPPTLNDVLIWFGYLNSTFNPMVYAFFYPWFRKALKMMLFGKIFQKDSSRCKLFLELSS
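System: CHO-derived RD-HGA16 cells with stable Gα16 and human TAAR1 / Times: 17-24 h plating, Fluo-8 75 min 37 °C, 30 min RT / Technique: calcium-sensitive Fluo-8 signal, excitation 470-495, emission 515-575 nm / Measure: % activation relative to PEA EC100 response / Benchmarks: DMSO and PEA EC100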
TAAR1 antag: antagonists of human TAAR1; CHO RD-HGA16 TAAR1, Fluo-8 calcium fluorescence, antagonist; 360,000 tested, 1.5% active; inhibition, % at 3 µM;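 active = inhibition above a per-plate cutoff, the mean inhibition of test compounds on that plate plus 3 SD, cut at about 49% in these data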;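 also: 0% = DMSO plus EC80 beta-PEA response and 100% = DMSO alone without agonist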
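Test system – hTAAR1-expressing CHO RD-HGA16 cells, Gα16-coupled · Also added – β-PEA at EC80 concentration, post-compound challenge · Compound – 3 µM, single point · Incubation – dye loading 75 min at 37 °C, then 30 min room temperature · Measured by – Fluo-8 intracellular calcium dye fluorescence, real-time kinetic reads · Benchmarks – vehicle and agonist controls · Replicates – singlicate, one well per test compound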
V1R ag counter: V1a receptor agonism, counter-screen for OXTR agonists; P37288; CHO-V1R cells, Fluo-8 calcium fluorescence, agonist mode; 0% DMSO, 100% 3 nM vasopressin; activation, % at 3 µM; 320,000 tested, 0.25% active;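 active = activation above the mean activation of all tested compounds plus 3 SD, per screening run, cut at about 20% in these data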;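 also: signal is peak over basal fluorescence ratio across a 100 second FLIPR read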
CHO parental Ca: counter-screen: ATP calcium response change in parental CHO cells | parental CHO-K1, ATP-induced calcium, Fluo-8 fluorescence | 330,000 tested, 0.63% active | inhibition, % at 5.6 µM | AID 463079;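 active = inhibition above that plate's mean sample inhibition plus 3 SD, cut at about 26% in these data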;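 also: 0% = ATP-challenged DMSO wells and 100% = DMSO wells without ATP; some compounds past the cut are filed as inactive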
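Material: Parental CHO cells | Reagent: ATP | Compound dosing: Single nominal dose of 5.6 µM per compound | Detection: Intracellular calcium via Fluo-8 no-wash fluorescent dye | Read-out: % inhibition of ATP-induced calcium mobilization | Benchmarks: Low control ATP plus DMSO, high control DMSO only | Replicates: Singlicate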
The depositor's hits bear a star; · = not tested or not shown.

#1 C=CCNC(=O)CN1CCC(O)(c2ccc(F)cc2)CC1
#2 CN(C(=O)CCCN1CCCC1=O)C1CCCN(Cc2ccccc2F)C1 (centres undefined)
#3 CCOC(=O)C1CCCN(c2nc3ccccc3nc2C(C#N)C(=O)OCCOC)C1 (centres undefined)
#4 Cc1noc(C)c1S(=O)(=O)NC(=O)C1(C)CCN1C(=O)c1ccccc1CCc1ccccc1 (centres undefined)
#5 Cc1cnc(C)c(N2CCN(Cc3nc(-c4ccccc4)no3)CC2)n1
#6 COc1ccc(C(=O)OCC(=O)Nc2cc(C)c(C)cc2[N+](=O)[O-])cc1
Assay by compound,1,2,3,4,5,6
TAAR1 ag,10,4,14,1,0,4
OXTR potentiate,0,·,-6,·,0,-7
V1R ag counter,1.2,·,-1.0,·,1.1,-0.6
CHO-K1 Ca antag,-1,7,-16,-12,-3,8
M1 ag parental,0.4,0.3,2.7,0.9,1.9,0.3
M1 PAM parental,2,5,23,15,4,-13
TAAR1 antag,-10,-16,42,-2,2,-5
CHO parental Ca,-9,·,-54,·,-4,-3
CHRM1 agonist,0,-7,0,-3,-1,-6

Record cards (already shown).
CN(C(=O)CCCN1CCCC1=O)C1CCCN(Cc2ccccc2F)C1 (centres undefined) across the screens: TAAR1 ag = 4; OXTR potentiate = ·; V1R ag counter = ·; CHO-K1 Ca antag = 7; M1 ag parental = 0.3; M1 PAM parental = 5; TAAR1 antag = -16; CHO parental Ca = ·; CHRM1 agonist = -7
Cc1noc(C)c1S(=O)(=O)NC(=O)C1(C)CCN1C(=O)c1ccccc1CCc1ccccc1 (centres undefined) across the screens: TAAR1 ag = 1; OXTR potentiate = ·; V1R ag counter = ·; CHO-K1 Ca antag = -12; M1 ag parental = 0.9; M1 PAM parental = 15; TAAR1 antag = -2; CHO parental Ca = ·; CHRM1 agonist = -3

Part of the list above, in markdown.
| # | molecule | TAAR1 ag | OXTR potentiate | V1R ag counter | CHO-K1 Ca antag | M1 ag parental | M1 PAM parental | TAAR1 antag | CHO parental Ca | CHRM1 agonist |
| --- | --- | --- | --- | --- | --- | --- | --- | --- | --- | --- |
| 3 | CCOC(=O)C1CCCN(c2nc3ccccc3nc2C(C#N)C(=O)OCCOC)C1 (centres undefined) | 14 | -6 | -1.0 | -16 | 2.7 | 23 | 42 | -54 | 0 |
| 4 | Cc1noc(C)c1S(=O)(=O)NC(=O)C1(C)CCN1C(=O)c1ccccc1CCc1ccccc1 (centres undefined) | 1 | · | · | -12 | 0.9 | 15 | -2 | · | -3 |

Next section
#7 Nc1ccc2c(c1)C(=O)c1ccc(Br)cc1-2
#8 COc1ccccc1-c1cc(C(F)(F)F)nc(N2CCCCC2)n1
#9 C[C@H](CO)N1C[C@H](C)[C@@H](CN(C)Cc2ccc(C(=O)O)cc2)Oc2c(NC(=O)C3CC3)cccc2C1=O
#10 COc1cc(C(=O)NCC2CCCO2)ccc1OCc1ccccc1Cl (centres undefined)
#11 CC(C)C(OC(=O)c1cccs1)C(=O)NCCc1ccccc1 (centres undefined)
#12 CCC1(C)Cc2ccccc2-c2nc3n(c(=O)c21)CCS3 (centres undefined)
Assay by compound,7,8,9,10,11,12
TAAR1 ag,-1,15,2,0,12,18
OXTR potentiate,·,0,5,-7,4,-3
V1R ag counter,·,-0.4,0.3,2.3,-0.3,0.7
CHO-K1 Ca antag,6,-14,-22,-9,-13,-6
M1 ag parental,-0.2,0.7,0.6,2.2,0.5,0.6
M1 PAM parental,-3,28,20,8,6,20
TAAR1 antag,-5,-12,-23,-4,5,-13
CHO parental Ca,·,-1,-13,5,-8,-24
CHRM1 agonist,-3,-1,-2,0,-6,-7

#13 O=C(NNC(=O)C1C2C=CC(C2)C1C(=O)O)c1ccccc1 (centres undefined)
#14 CCOc1ccc(-c2cc(C(=O)N/N=C/c3cccnc3)c3ccccc3n2)cc1
#15 O=C(Nc1ccccc1)NC1(C(=O)N2CCN(C(=O)c3ccco3)CC2)CCCCC1
#16 O=C(CNC(=O)c1ccc(Cl)cc1Cl)NCC(=O)Nc1ccccc1N1CCOCC1
#17 O=c1oc2ccccc2cc1-c1ccc(O)cc1O
#18 CCOc1ccc(NC(=O)CN(C)C(=O)C(C)Oc2ccc(Cl)cc2)cc1OCC (centres undefined)
Assay by compound,13,14,15,16,17,18
TAAR1 ag,-2,9,14,7,2,5
OXTR potentiate,-2,-10,9,-10,-4,·
V1R ag counter,0.0,4.6,0.0,-0.3,0.1,·
CHO-K1 Ca antag,-2,13,-11,-4,-1,3
M1 ag parental,1.3,24*,0.0,0.1,0.3,1.7
M1 PAM parental,4,-1,10,-5,15,4
TAAR1 antag,10,42,-2,-6,1,19
CHO parental Ca,4,-49,-8,-19,-4,·
CHRM1 agonist,-3,7,-3,-2,-4,-5

#19 CC(CCC(=O)O)C1CC[C@@]2(C)C3C(=O)CC4C(C)(C)C(O)CC[C@]4(C)C3C(=O)C[C@]12C (some centres undefined)
#20 CCCn1c(SCC(=O)c2ccc(CC)cc2)n[nH]c1=O
#21 Clc1cccc(Cl)c1CSc1nnc2ccccn12
#22 CC1CC1C(=O)OCC(=O)Nc1ncc(Cl)cc1Cl (centres undefined)
#23 Cc1ccc(NCc2ccco2)cc1C
#24 O=C1NC[C@H](Cc2ccccc2)N(CC2CCN(CCCC3CCCC3)CC2)C1=O
Assay by compound,19,20,21,22,23,24
TAAR1 ag,12,6,4,2,7,2
OXTR potentiate,-18,-8,-10,-1,-5,·
V1R ag counter,-0.7,2.6,-0.2,0.7,-0.6,·
CHO-K1 Ca antag,-12,6,-1,-4,-23,10
M1 ag parental,1.5,2.5,0.4,0.3,1.2,0.4
M1 PAM parental,26,5,16,-6,25,-12
TAAR1 antag,-13,-12,-20,2,-8,-10
CHO parental Ca,2,-21,-7,-9,-4,·
CHRM1 agonist,1,-4,-7,-2,-4,-10

#25 NC(=O)c1nn(-c2ccccc2)nc1NC(=O)CN1CCOCC1
#26 Nc1nc2cc(Br)ccc2o1
#27 CC(=O)Nc1ccc(NC(=O)C(C)OC(=O)c2cccc(S(=O)(=O)N3CCCCC3)c2)cc1 (centres undefined)
#28 CCCc1nn(C)c(C(=O)Nc2ccc(C)c(C)c2)c1Cl
#29 CCCCNC(=O)Cc1ccc(C)cc1
#30 CCOC(=O)c1ccc(NC(=O)C2CCN(S(=O)(=O)c3ccccc3)CC2)cc1
Assay by compound,25,26,27,28,29,30
TAAR1 ag,3,1,2,-1,3,2
OXTR potentiate,-2,·,-6,-9,-4,-5
V1R ag counter,-0.7,·,1.1,-0.4,-0.8,2.5
CHO-K1 Ca antag,-6,6,-3,-5,2,0
M1 ag parental,0.2,2.1,0.3,0.1,0.0,0.5
M1 PAM parental,3,10,2,10,17,17
TAAR1 antag,-10,14,-12,4,5,-7
CHO parental Ca,-6,·,-15,-44,-10,5
CHRM1 agonist,-2,-2,-3,-6,-9,3

#31 COc1ccccc1-c1coc2cc(OC(=O)/C=C/c3ccccc3)ccc2c1=O
#32 COc1ccc(NC(=O)N(C)C[C@H]2Oc3ncc(Br)cc3C(=O)N([C@H](C)CO)C[C@@H]2C)cc1
#33 CC(C)CCSc1nc(N2CCOCC2)c2c(c1C#N)CC(C)(C)OC2
#34 Cc1cccc(/C=N/n2c(C3CCCCC3)n[nH]c2=S)c1
#35 COc1cccc(N2CC(=O)Nc3c(oc4nc(-c5ccccc5)cc(C)c34)C2=O)c1
#36 CCS(=O)(=O)n1nc(-c2ccco2)nc1SC
Assay by compound,31,32,33,34,35,36
TAAR1 ag,-1,0,7,·,3,0
OXTR potentiate,-3,·,3,-7,0,-15
V1R ag counter,1.6,·,0.7,-0.6,-1.1,0.1
CHO-K1 Ca antag,-2,-13,-7,-17,11,-10
M1 ag parental,0.8,0.3,0.9,-0.1,0.2,0.6
M1 PAM parental,1,15,26,6,-18,11
TAAR1 antag,5,3,19,·,-13,-13
CHO parental Ca,-10,·,-16,-5,-7,-11
CHRM1 agonist,-1,-3,-3,-7,5,-3

#37 COC(=O)c1ccc(CN2C(=O)NC3(CCCCC3C)C2=O)o1 (centres undefined)
#38 O=C1CC2(CCCCCC2)Oc2ccccc21
#39 COC(=O)c1csc(-c2ccc(CO)o2)n1
#40 CCOC(=O)c1c(-c2ccccc2)oc2ccc(O)c(CN3CCOCC3)c12
#41 CC(C)NS(=O)(=O)c1ccc(NCCCn2ccnc2)c([N+](=O)[O-])c1
#42 CCOCCOC(=O)c1[nH]c2c(c1C)C(=O)CC(c1cccs1)C2 (centres undefined)
Assay by compound,37,38,39,40,41,42
TAAR1 ag,5,23,·,6,1,0
OXTR potentiate,-6,-6,·,-3,-6,-12
V1R ag counter,0.2,-0.6,·,-0.4,5.4,1.3
CHO-K1 Ca antag,4,-13,-2,15,-13,-16
M1 ag parental,2.1,0.5,0.0,0.9,0.7,5.0
M1 PAM parental,17,12,-5,2,-1,17
TAAR1 antag,-20,-5,·,13,-24,5
CHO parental Ca,-18,-4,·,-15,2,-20
CHRM1 agonist,-2,-2,-5,-6,-12,1

#43 COc1nnc(-c2ccc(N3CCOCC3)c(NC(C)=O)c2)c2ccccc12
#44 O=C(Cn1cnc2ccccc21)NCCCN1CCOCC1
#45 CC#CC[N+](C)(C)CCCCCCCC
#46 C=CCn1c(SCC(=O)Nc2ccc(C)cc2C)nnc1-c1cccnc1
#47 Cc1cc2c(c(=O)n1Cc1ccc3c(c1)OCO3)C(c1cccnc1)C(C#N)=C(N)O2 (centres undefined)
#48 O=c1c2ccccc2nc(/C=C/c2ccc3c(c2)OCO3)n1CCCO
#49 COc1cc2c(=O)n(C)c3ccccc3c2cc1OC
Assay by compound,43,44,45,46,47,48,49
TAAR1 ag,9,6,0,3,13,·,0
OXTR potentiate,1,0,-9,-1,-8,·,·
V1R ag counter,-0.8,1.0,-0.1,-0.4,-0.6,·,·
CHO-K1 Ca antag,1,-19,-1,-15,-6,-17,-7
M1 ag parental,0.2,0.1,9.9,0.0,0.3,3.1,0.3
M1 PAM parental,9,10,7,14,18,22,14
TAAR1 antag,6,4,-26,-14,-9,·,-1
CHO parental Ca,-14,-14,0,-12,-21,·,·
CHRM1 agonist,-2,-2,4,-2,-4,-3,-7
